cardiac RTF act – increases calcium sensitivity of human cardiac regulated thin filaments. P19429+P45379. IANBD-labeled TnC RTF fluorescence at EC20 calcium; 0% EC20 calcium, 100% full calcium. activation, % at 7.2 µM. actives 0.24% (n = 340,000);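 active = activation above the mean over all tested compounds plus 3 SD, cut at about 30% in these data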;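 note: rise in fluorescence read as greater calcium sensitivity of cardiac thin filaments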
CAL PDZ FP-1 – human CAL PDZ-peptide interaction inhibition; Q9HD26; purified CAL PDZ, TMR-peptide fluorescence polarization, 1 h; inhibition, % at 20 µM; actives 0.02% (n = 330,000); AID 504414;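 active = highest replicate inhibition of at least 40%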;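 note: plate controls were DMSO neutral control wells for no effect and unlabeled competitor peptide control wells for full effect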
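Control set: unlabelled peptide and DMSO controls / Material: purified CerCALP PDZ construct / Timing: 1 h incubation at room temperature before polarization reading / Doses: 20 µM, one dose / Detection: fluorescence polarization (mP)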
RTF Ca sens inh – cardiac RTF calcium desensitization; IANBD-labeled cardiac RTF, Ca2+ fluorescence; P19429+P45379; actives 0.12% (n = 340,000); inhibition, % at 7.15 µM;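 active = inhibition above the mean inhibition of all tested compounds plus 3 SD, cut at about 17% in these data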;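 note: assay run at fixed EC70 calcium of 1.6 mM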
DAGLB inh – blocks human DAGLB lipase activity | Q8NCG7 | HEK293T DAGLB membrane lysate, EnzChek fluorogenic substrate | inhibition, % at 5.17 µM | actives 0.059% (n = 340,000) | AID 504411; in the data active = inhibition above about 34%;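 note: 0% = enzyme with vehicle and 100% = wells lacking enzyme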
Target sequence (Q8NCG7 whole entry, looked up): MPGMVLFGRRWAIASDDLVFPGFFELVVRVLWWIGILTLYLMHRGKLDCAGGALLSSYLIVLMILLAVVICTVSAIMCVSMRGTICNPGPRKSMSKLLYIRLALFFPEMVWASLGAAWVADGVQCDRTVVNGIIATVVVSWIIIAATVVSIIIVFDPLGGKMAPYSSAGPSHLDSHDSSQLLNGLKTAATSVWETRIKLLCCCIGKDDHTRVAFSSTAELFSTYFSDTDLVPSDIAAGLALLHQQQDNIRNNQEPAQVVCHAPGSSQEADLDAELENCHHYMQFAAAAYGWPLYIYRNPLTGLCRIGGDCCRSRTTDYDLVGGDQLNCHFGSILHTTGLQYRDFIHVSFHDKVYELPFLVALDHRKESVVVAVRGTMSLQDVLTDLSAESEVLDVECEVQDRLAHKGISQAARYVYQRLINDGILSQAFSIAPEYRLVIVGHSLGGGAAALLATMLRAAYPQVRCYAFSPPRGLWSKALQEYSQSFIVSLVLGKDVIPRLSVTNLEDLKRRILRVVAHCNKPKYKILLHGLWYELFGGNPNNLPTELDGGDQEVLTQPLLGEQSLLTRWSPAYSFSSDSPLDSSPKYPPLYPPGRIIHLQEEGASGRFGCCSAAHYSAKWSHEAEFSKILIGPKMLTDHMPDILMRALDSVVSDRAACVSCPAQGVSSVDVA
SR-BI DiI-HDL act – enhances SR-BI lipid uptake from DiI-HDL; CHO ldlA[mSR-BI] cells, DiI-HDL uptake fluorescence, 3 h; 100 = double the neutral-control signal; activation, % at 12.5 µM; actives 0.096% (n = 320,000);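 active = mean replicate activation of at least 60% and every replicate at or above 60%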;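 note: 0% = median plate neutral-control signal and 100% = twice that signal; values of inactives mirror those of a sister screen read the other way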
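Material: SR-BI-overexpressing, LDLR-lacking CHO cells; schedule: compound exposure 3 h, 37 °C; reagent: DiI-labelled HDL at 10 µg/mL final; technique: bottom-read fluorescence, 550/595 nm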
C-LANA FP – KSHV C-LANA DNA binding inhibition | MBP-C-LANA/FAM-LBS DNA binding, fluorescence polarization | inhibition, % at 9 µM | actives 0.078% (n = 340,000);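 active = highest replicate inhibition at or above 60% at 9 µM, even if other replicates fall short; inactive = all replicates below 60% inhibition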;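 note: 0% = neutral control wells and 100% = 4 µM acridine orange control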
PKA-R2B activ – activators of human PKA-R2B complex; P22694+P31323; PKA-R2B holoenzyme dissociation, Cy5-IP20 fluorescence polarization; R2B truncated from residue 108, S112A mutant; 0% DMSO only, 100% 113 µM cGMP; activation, % at 11.4 µM; actives 0.079% (n = 340,000); AID 504700;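 active = activation above a cutoff set at the mean over all compounds plus 3 SD, cut at about 18% in these data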;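 note: higher means more holoenzyme dissociation and a rise in polarization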
Rtt109 Vps75 – inhibitors of Candida albicans Rtt109/Vps75 histone acetyltransferase. Q5AAJ8. purified Rtt109/Vps75, ThioGlo CoA-SH fluorescence, 4 h. inhibition, % at 34.9 µM. actives 0.16% (n = 330,000). AID 540336;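 active = inhibition of at least 50% in every replicate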
Target sequence (Q5AAJ8 whole entry, looked up): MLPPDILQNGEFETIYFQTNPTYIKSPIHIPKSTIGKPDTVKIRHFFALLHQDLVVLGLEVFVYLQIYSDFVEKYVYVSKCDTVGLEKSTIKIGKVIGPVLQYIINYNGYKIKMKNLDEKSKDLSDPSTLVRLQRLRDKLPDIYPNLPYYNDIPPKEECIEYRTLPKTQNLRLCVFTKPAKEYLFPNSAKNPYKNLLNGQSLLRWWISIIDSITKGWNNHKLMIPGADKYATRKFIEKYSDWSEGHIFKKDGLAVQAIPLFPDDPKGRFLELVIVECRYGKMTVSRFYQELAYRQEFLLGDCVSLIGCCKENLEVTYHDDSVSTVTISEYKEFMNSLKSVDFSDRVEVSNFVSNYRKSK
Keap1-Nrf2 PPI – inhibitors of human Keap1-Nrf2 protein-protein interaction. Keap1 Kelch-Nrf2 peptide fluorescence polarization, 1536-well. inhibition, % at 9.4 µM. AID 504523. actives 0.15% (n = 340,000); in the data active = inhibition above about 12%;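 note: human Keap1 Kelch domain with fluorescein labeled Nrf2 9mer peptide probe; 0% = neutral control wells and 100% = peptide positive control; higher means more block of Keap1 binding to Nrf2 peptide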
CAL PDZ FP-2 – CAL PDZ (human) peptide binding inhibition. Q9HD26. purified CAL PDZ, TMR-peptide fluorescence polarization, 1 h. inhibition, % at 24.9 µM. actives 0.92% (n = 300,000). AID 602252;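 active = mean inhibition of at least 30% with at least half of replicates also reaching 30%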;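 note: 0% = DMSO neutral control and 100% = excess unlabeled competitor peptide PRC23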
* marks the source's active call; other numbers are inactive results.

For Cc1ccc(S(=O)(=O)N2CCC(C(=O)NC3CC3)CC2)cc1 the results were cardiac RTF act -1.0, CAL PDZ FP-1 -1.9, RTF Ca sens inh -2.0, DAGLB inh 0.7, SR-BI DiI-HDL act 18.1, C-LANA FP 3.4, PKA-R2B activ 2.0, Rtt109 Vps75 8.6, Keap1-Nrf2 PPI -4.6 and CAL PDZ FP-2 0.7.
For Cn1c(=O)c2c(nc(CN3CCN(CCO)CC3)n2Cc2cccc3ccccc23)n(C)c1=O the results were cardiac RTF act -3.6, CAL PDZ FP-1 -2.9, RTF Ca sens inh -6.9, DAGLB inh -2.0, SR-BI DiI-HDL act -3.0, C-LANA FP 0.0, PKA-R2B activ 9.0, Rtt109 Vps75 1.9, Keap1-Nrf2 PPI -3.0 and CAL PDZ FP-2 -3.0.
Screening Clc1ccccc1Cn1nnc2c(NCCN3CCOCC3)ncnc21 returned cardiac RTF act -3.3, CAL PDZ FP-1 -0.1, RTF Ca sens inh -3.7, DAGLB inh 1.5, SR-BI DiI-HDL act 22.5, C-LANA FP -1.0, PKA-R2B activ 8.2, Rtt109 Vps75 -2.1, Keap1-Nrf2 PPI 2.3 and CAL PDZ FP-2 -8.4.
For CC(NS(=O)(=O)c1ccc(Br)cc1)C(=O)NCC1CCCO1 (stereo not given) the results were cardiac RTF act -0.2, CAL PDZ FP-1 -3.3, RTF Ca sens inh -7.5, DAGLB inh 0.5, C-LANA FP -0.1, PKA-R2B activ -1.5, Rtt109 Vps75 -2.9, Keap1-Nrf2 PPI -2.2 and CAL PDZ FP-2 18.4.
`NC1=NC[C@H](c2ccccc2)N1CCc1cccc(F)c1` gave cardiac RTF act 4.5, CAL PDZ FP-1 -1.5, RTF Ca sens inh -23.9, DAGLB inh 1.5, SR-BI DiI-HDL act 2.8, C-LANA FP -0.6, PKA-R2B activ 0.2, Rtt109 Vps75 5.7, Keap1-Nrf2 PPI -5.8 and CAL PDZ FP-2 0.3.
For Cc1ccc(S(=O)(=O)/C=C2\NC(=O)CS2)cc1 the results were cardiac RTF act -0.5, CAL PDZ FP-1 0.0, RTF Ca sens inh -0.2, DAGLB inh -0.5, SR-BI DiI-HDL act 27.3, C-LANA FP 0.3, PKA-R2B activ 1.8, Rtt109 Vps75 -11.5, Keap1-Nrf2 PPI -3.3 and CAL PDZ FP-2 -0.9.
`Clc1ccccc1N1CCN(Cc2ccc(Br)o2)CC1` gave cardiac RTF act 2.5, CAL PDZ FP-1 -0.5, RTF Ca sens inh 4.7, DAGLB inh -12.2, SR-BI DiI-HDL act 7.0, C-LANA FP 1.0, PKA-R2B activ 4.5, Rtt109 Vps75 -3.9, Keap1-Nrf2 PPI 2.2 and CAL PDZ FP-2 3.0.
For CN1CCN(C(=S)NC(=O)/C=C/c2cccc3ccccc23)CC1 the results were cardiac RTF act 3.3, CAL PDZ FP-1 -2.7, RTF Ca sens inh -7.3, DAGLB inh 0.9, SR-BI DiI-HDL act -31.6, C-LANA FP -0.4, PKA-R2B activ -11.4, Rtt109 Vps75 4.4, Keap1-Nrf2 PPI -4.7 and CAL PDZ FP-2 -1.9.
`CC(NC(=O)c1ccc(CS(=O)(=O)Cc2ccccc2F)o1)c1ccc2c(c1)OCCO2` (stereo not given) gave cardiac RTF act 6.9, CAL PDZ FP-1 -2.0, RTF Ca sens inh -10.9, DAGLB inh -3.3, SR-BI DiI-HDL act -11.7, C-LANA FP -1.6, PKA-R2B activ 9.9, Rtt109 Vps75 0.4, Keap1-Nrf2 PPI 1.6 and CAL PDZ FP-2 -0.6.
For N#Cc1ccc(/C=N/N=C(N)N)cc1 the results were cardiac RTF act -1.6, RTF Ca sens inh 1.1, DAGLB inh -1.8, SR-BI DiI-HDL act 9.3, C-LANA FP -1.7, PKA-R2B activ 6.3, Rtt109 Vps75 -1.4, Keap1-Nrf2 PPI -0.1 and CAL PDZ FP-2 -4.8.
`N#Cc1ccccc1COC(=O)c1cc(=O)c2ccccc2o1` gave cardiac RTF act -9.1, CAL PDZ FP-1 -1.7, RTF Ca sens inh 15.4, DAGLB inh 0.8, SR-BI DiI-HDL act 14.9, C-LANA FP 0.9, PKA-R2B activ -2.3, Rtt109 Vps75 2.3, Keap1-Nrf2 PPI 0.7 and CAL PDZ FP-2 -1.5.
Screening Cc1ccc(C)c(S(=O)(=O)N2CCN(Cc3cc4c(cc3O)OCO4)CC2)c1 returned cardiac RTF act -0.2, CAL PDZ FP-1 -0.7, RTF Ca sens inh 2.5, DAGLB inh -3.9, SR-BI DiI-HDL act 24.8, C-LANA FP 0.4, PKA-R2B activ -1.4, Rtt109 Vps75 3.6, Keap1-Nrf2 PPI 6.0 and CAL PDZ FP-2 1.9.
Screening CC(C)[C@H](NC(=O)c1ccc(F)cc1)C(=O)OCC(=O)NC(=O)c1cccn1C returned cardiac RTF act 13.2, CAL PDZ FP-1 -2.3, RTF Ca sens inh -8.4, DAGLB inh 3.2, SR-BI DiI-HDL act -25.3, C-LANA FP 0.2, PKA-R2B activ -2.8, Rtt109 Vps75 0.5, Keap1-Nrf2 PPI -3.1 and CAL PDZ FP-2 1.4.
CSCCC(NC(N)=O)C(=O)NCc1ccccc1Cl (stereo not given) was read as cardiac RTF act -1.6, RTF Ca sens inh -8.0, DAGLB inh 1.4, SR-BI DiI-HDL act 8.9, C-LANA FP 0.2, PKA-R2B activ -2.4, Rtt109 Vps75 -20.4, Keap1-Nrf2 PPI 4.3 and CAL PDZ FP-2 38.2*.
CC(=O)c1c(N2CCOCC2)nc(=O)n(-c2ccccc2)c1C was read as cardiac RTF act 2.9, CAL PDZ FP-1 0.3, RTF Ca sens inh -19.9, DAGLB inh 0.2, SR-BI DiI-HDL act 14.6, C-LANA FP 1.2, PKA-R2B activ -7.7, Rtt109 Vps75 3.7, Keap1-Nrf2 PPI 0.8 and CAL PDZ FP-2 -11.2.
Screening CCC(C(=O)Nc1ncn[nH]1)(C(F)(F)F)C(F)(F)F returned cardiac RTF act -5.0, CAL PDZ FP-1 0.5, RTF Ca sens inh -6.5, DAGLB inh -2.2, SR-BI DiI-HDL act -13.3, C-LANA FP 6.7, PKA-R2B activ -8.4, Rtt109 Vps75 6.9, Keap1-Nrf2 PPI 1.9 and CAL PDZ FP-2 -0.9.
Cn1c(=O)[nH]c2c(c(C(=O)O)nn2C)c1=O was read as cardiac RTF act 0.7, CAL PDZ FP-1 -0.1, RTF Ca sens inh -12.2, DAGLB inh -1.3, SR-BI DiI-HDL act 13.4, C-LANA FP -1.2, PKA-R2B activ 0.6, Rtt109 Vps75 7.1, Keap1-Nrf2 PPI -1.9 and CAL PDZ FP-2 -2.7.
COC(=O)c1cccc(CSc2nnc(-c3ccco3)n2-c2ccccc2)c1 was read as cardiac RTF act -4.5, CAL PDZ FP-1 -4.0, RTF Ca sens inh 2.9, DAGLB inh 0.7, SR-BI DiI-HDL act -8.1, C-LANA FP -0.5, PKA-R2B activ 4.6, Rtt109 Vps75 -0.1, Keap1-Nrf2 PPI -3.1 and CAL PDZ FP-2 -6.7.
Screening N#Cc1ccc(S(=O)(=O)N2CCN(C(=O)C3CC(=O)N(c4ccc5c(c4)OCCO5)C3)CC2)cc1 (stereo not given) returned cardiac RTF act 1.7, CAL PDZ FP-1 0.2, RTF Ca sens inh -10.1, DAGLB inh 0.8, SR-BI DiI-HDL act 12.8, C-LANA FP 1.5, PKA-R2B activ -1.9, Rtt109 Vps75 -0.9, Keap1-Nrf2 PPI 0.1 and CAL PDZ FP-2 -4.7.
CCOc1ccccc1NC(=O)CN(C)S(=O)(=O)c1ccc2[nH]c(=O)oc2c1 was read as cardiac RTF act -4.7, CAL PDZ FP-1 -0.6, RTF Ca sens inh 10.7, DAGLB inh 1.5, SR-BI DiI-HDL act -49.5, C-LANA FP 0.4, PKA-R2B activ -4.7, Rtt109 Vps75 -0.6, Keap1-Nrf2 PPI -6.2 and CAL PDZ FP-2 2.9.
For CCC1=NC(c2ccccc2Cl)N(O)C1(C)C (stereo not given) the results were cardiac RTF act 1.0, CAL PDZ FP-1 0.0, RTF Ca sens inh -8.9, DAGLB inh 2.9, SR-BI DiI-HDL act 18.1, C-LANA FP -0.1, PKA-R2B activ 0.1, Rtt109 Vps75 -11.5, Keap1-Nrf2 PPI 0.7 and CAL PDZ FP-2 3.1.
Cc1cc(Oc2nnnn2-c2ccccc2)ccc1Cl was read as cardiac RTF act -4.7, CAL PDZ FP-1 -1.3, RTF Ca sens inh -1.8, DAGLB inh -5.0, SR-BI DiI-HDL act -5.4, C-LANA FP 0.5, PKA-R2B activ 6.8, Rtt109 Vps75 -16.8 and Keap1-Nrf2 PPI -4.2.
`Cc1ccc(N2CCN(C(=S)Nc3ccccc3)CC2)cc1` gave cardiac RTF act 3.1, CAL PDZ FP-1 -0.3, RTF Ca sens inh -4.5, DAGLB inh -7.8, SR-BI DiI-HDL act 1.0, C-LANA FP -1.7, PKA-R2B activ 5.4, Keap1-Nrf2 PPI -0.7 and CAL PDZ FP-2 85.6*.
`O=C(COc1ccc2ccccc2c1)NNC(=O)c1cccs1` gave cardiac RTF act 0.7, CAL PDZ FP-1 0.0, RTF Ca sens inh 2.9, DAGLB inh 1.6, C-LANA FP -1.3, PKA-R2B activ -2.1, Rtt109 Vps75 -2.1, Keap1-Nrf2 PPI 0.0 and CAL PDZ FP-2 -4.2.
Screening O=C(COC(=O)COc1ccccc1[N+](=O)[O-])Nc1cccc(Br)c1 returned cardiac RTF act 1.6, CAL PDZ FP-1 -0.5, RTF Ca sens inh -7.1, DAGLB inh -2.2, SR-BI DiI-HDL act 37.2, C-LANA FP -0.5, PKA-R2B activ -6.8, Rtt109 Vps75 -17.8, Keap1-Nrf2 PPI -1.8 and CAL PDZ FP-2 -0.5.
For COc1cc(OC)cc(C(=O)N(Cc2cc3cc(C)ccc3[nH]c2=O)C(C)C)c1 the results were cardiac RTF act 4.6, CAL PDZ FP-1 -1.0, RTF Ca sens inh -8.8, DAGLB inh 1.9, SR-BI DiI-HDL act 1.7, C-LANA FP 1.0, PKA-R2B activ 1.3, Rtt109 Vps75 2.5, Keap1-Nrf2 PPI -2.6 and CAL PDZ FP-2 -3.8.
CCn1cc(C(=O)N[C@H](C(=O)NCCO)C(C)C)c(=O)c2cc3c(cc21)OCO3 was read as cardiac RTF act -6.2, CAL PDZ FP-1 -0.4, RTF Ca sens inh 5.1, DAGLB inh -3.2, SR-BI DiI-HDL act 15.6, C-LANA FP 1.0, PKA-R2B activ 1.6, Rtt109 Vps75 11.3, Keap1-Nrf2 PPI -1.6 and CAL PDZ FP-2 -2.0.

Compound activity deposited in PubChem BioAssay by several laboratories.
